Screening data: PubChem BioAssay, NMMLSC
S aureus QS inh: S. aureus quorum sensing inhibitors, primary screen, RNAIII-GFP reporter, flow cytometry; S. aureus RN6390 RNAIII-GFP reporter, AIP-induced, flow cytometry 3 h; inhibition, % at 2 µM; 0.3% of 24,000 active; AID 527, 2006;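 active = share of bacteria positive for the green fluorescent reporter and its mean brightness both inhibited by 50% or more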;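 note: 0% = AIP-stimulated control and 100% = unstimulated bacteria without AIP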
S aureus QS inh GFP MFI %: also measured in S aureus QS inh; calls as there; inhibition, %; measured here: inhibition of GFP MFI
Starred values were filed as active, the others as inactive.

Sample of the layout:
SMILES | S aureus QS inh | S aureus QS inh GFP MFI %
COc1ccccc1-c1nc(C#N)c(N2CCN(c3ccccc3)CC2)o1 | -2 | -9
CN1C(=O)NC(c2ccccc2)C2=C1CN(Cc1ccco1)C2=O (centres undefined) | -3 | -30
COC(=O)c1ccc(CSc2ncnc3c2oc2ccccc23)o1 | 19 | 41
COc1cccc(NS(=O)(=O)c2nc3nc(C)cc(C)n3n2)c1 | 0 | -2
Cc1cc(C)nc(N(C#N)CC(=O)N2CCC(C(N)=O)CC2)n1 | -1 | 4

The listing, previewed entries included:
SMILES | S aureus QS inh | S aureus QS inh GFP MFI %
COc1ccccc1-c1nc(C#N)c(N2CCN(c3ccccc3)CC2)o1 | -2 | -9
CN1C(=O)NC(c2ccccc2)C2=C1CN(Cc1ccco1)C2=O (centres undefined) | -3 | -30
COC(=O)c1ccc(CSc2ncnc3c2oc2ccccc23)o1 | 19 | 41
COc1cccc(NS(=O)(=O)c2nc3nc(C)cc(C)n3n2)c1 | 0 | -2
Cc1cc(C)nc(N(C#N)CC(=O)N2CCC(C(N)=O)CC2)n1 | -1 | 4
CN(C)C(=O)N1CCC(C(=O)NCc2ccc(F)cc2Cl)CC1 | 0 | -8
CSc1ccc(-c2cc(=O)c3ccccc3o2)cc1 | 16 | 20
CCc1nnc(NC(=O)CCC(=O)O)s1 | 3 | 22
O=C(O)C1C2CCC(C2)C1C(=O)NCc1ccco1 (centres undefined) | 0 | -14
Cc1nc2c(cnn2-c2ccc(Cl)cc2)c(=O)n1-c1ccc2c(c1)OCCO2 | 0 | 8
Cc1cc(C(F)(F)F)nc(SCC(=O)NC2=NC(=O)C(C)S2)n1 (centres undefined) | -1 | 5
O=C(c1ccc2c(c1)OCCO2)N1CCCCC1 | -1 | 7
Nc1nonc1-c1noc(-c2ccc(Br)o2)n1 | -6 | -29
COc1cc(C2Nc3cccc4cccc(c34)N2)cc(OC)c1O | 4 | 2
CCCNC(=O)CS(=O)(=O)Cc1nc(-c2cccc(OC)c2)oc1C | 3 | 12
COCCn1c(SCc2csc(-c3ccccc3)n2)nc2ccccc21 | 0 | -13
Cc1cc(C)cc(NC(=O)c2cc(S(=O)(=O)NCc3ccco3)ccc2F)c1 | 0 | 5
COc1ccc(Cc2nc(-c3ccc(Br)cc3)no2)cc1 | 0 | -8
Clc1ccc(Cl)c(-c2nn3c(COc4ccccc4)nnc3s2)c1 | -4 | -3
COc1ccc(OC)c(-n2cnc3cc(C(=O)O)ccc32)c1 | 2 | 12
C=CCn1c(=N)n(CC(O)COc2ccc(OC)cc2)c2ccccc21 (centres undefined) | 0 | 21
CCOC(=O)c1ccc(NC2OC(=O)c3ccccc32)cc1 (centres undefined) | -1 | 0
O=C(C1CCCO1)N1CCN(Cc2nc3ccccc3c(=O)[nH]2)CC1 (centres undefined) | -1 | -3
CCOC(=O)N1CCC(Nc2c(NCCCOC)c(=O)c2=O)CC1 | 5 | 16
Nc1nc(N2CCCCC2)nc(N(c2ccccc2)c2ccccc2)n1 | 3 | 16
COc1ccccc1NC1=NC2(CCCC2)N=C(N)N1 | -2 | -9
COC(=O)c1ccc(C(=O)OC)c(NC(=O)c2ocnc2C)c1 | -1 | -54
COc1cccc(C(c2nnnn2Cc2ccccc2)N2CCN(C(=O)c3ccco3)CC2)c1OC (centres undefined) | -1 | 2
O=C(CCN1C(=O)COc2ccccc21)NCCN1CCc2ccccc2C1 | 3 | 16
CCN(CC)C(=O)c1cn(C)c(=O)c2cc(OC)c(OC)cc12 | 0 | -13
O=C(NCc1ccccc1)C1C2C=CC3(CN(Cc4cccnc4)C(=O)C13)O2 (centres undefined) | -14 | -28
CCOc1ccccc1OCCCCCc1c(C)n[nH]c1C | 26 | 62
Nc1nonc1-c1noc(CCCCCN2C(=O)c3ccccc3C2=O)n1 | 0 | 29
COc1ccc(N2C(=O)C3CCCN3C2c2cc(OC)c(OC)cc2OC)cc1 (centres undefined) | -1 | -6
COc1ccccc1N1CCN(C(CNC(=O)c2ccco2)c2cccnc2)CC1 (centres undefined) | -3 | -7
O=C(NCCCN1CCCC1=O)c1cncc(Br)c1 | -1 | 5
CC1(C)NC(=O)N(CC(O)CN(Cc2ccccc2)Cc2ccccc2)C1=O (centres undefined) | 0 | -30
O=S(=O)(c1ccc(Cl)s1)N1CCN(Cc2ccccc2)CC1 | -5 | -29
COc1ccc(Cn2c(=O)[nH]c3cc(C(=O)NCc4ccc5c(c4)OCO5)ccc3c2=O)cc1 | 0 | 3
O=C(NCCN1CCCC1)C1CCN(S(=O)(=O)N2CCC3(CC2)OCCO3)CC1 | -2 | -19
CC(C)NC(=O)CSc1nc2ccccc2n1-c1ccccc1 | -1 | -32
CC1CCCN(CCCNC(=O)CCn2nc(-c3ccccc3)ccc2=O)C1 (centres undefined) | -2 | -14
O=C(COC(=O)c1ccco1)NCc1cccs1 | -3 | -7
CCC1c2ccc(C)n2CCN1C(=O)Nc1ccccc1OC (centres undefined) | -6 | 4
Fc1ccccc1-c1nc(-c2ccccc2)no1 | -1 | -6
CCS(=O)(=O)N1CCC(C(=O)NCc2ccccc2OC)CC1 | 12 | 39
CCn1ncc(C2=NOC(C(=O)Nc3cccnc3)C2)c1C (centres undefined) | 3 | 13
COc1cccc(N2CCN(C(=O)c3[nH]c(C)c(C(C)=O)c3C)CC2)c1 | -8 | -13
CCN(CCNC(=O)C1CCN(Cc2nc(-c3cccc(Cl)c3)oc2C)CC1)c1ccccc1 | 4 | 13
CCOC(=O)N1CCN(C(=O)C2CCC(CNS(=O)(=O)c3ccccc3)CC2)CC1 (centres undefined) | -2 | -7
COC(=O)CSc1nnc(Cc2cc(=O)[nH]c(=O)[nH]2)n1-c1cccc(OC)c1 | 2 | 4
O=C(Cn1c(=O)oc2cc(S(=O)(=O)N3CCc4ccccc43)ccc21)N1CCCCC1 | 0 | 1
CCn1c(SCC(N)=O)nc2c1c(=O)n(C)c(=O)n2C | -3 | -6
O=C(NCCN1C(=O)C2C3C=CC(C3)C2C1=O)Nc1ccc(Br)cc1 (centres undefined) | 0 | 0
CCC(=O)Nc1c(C#N)c2nc3ccccc3nc2n1-c1ccccc1C | 0 | 1
COc1ccc(N2C(=O)CSC2c2cccc(F)c2)c(OC)c1 (centres undefined) | 11 | 17
O=C(NC(=O)c1cccc(F)c1)OC[C@@H]1CCCN2CCCC[C@H]12 | 0 | 0
CC1=CC(=C2C(=O)c3ccccc3C2=O)C=C(C)N1C | 2 | 44
CCN(CCNC(=O)CS(=O)(=O)Cc1nc(-c2cccc(OC)c2)oc1C)c1ccccc1 | 3 | 17
O=C(c1cccc2ccccc12)N1CCC(N2CCN(c3ccccc3)CC2)CC1 | 0 | 6

Complete entries from above:
`Nc1nonc1-c1noc(CCCCCN2C(=O)c3ccccc3C2=O)n1` is entered as S aureus QS inh = 0; S aureus QS inh GFP MFI % = 29
`COc1cccc(C(c2nnnn2Cc2ccccc2)N2CCN(C(=O)c3ccco3)CC2)c1OC` (centres undefined) is entered as S aureus QS inh = -1; S aureus QS inh GFP MFI % = 2
`COc1ccccc1-c1nc(C#N)c(N2CCN(c3ccccc3)CC2)o1` is entered as S aureus QS inh = -2; S aureus QS inh GFP MFI % = -9

More results follow.
SMILES | S aureus QS inh | S aureus QS inh GFP MFI %
COc1ccc(C2C(C(=O)Nc3cc(C)on3)c3ccccc3C(=O)N2C)cc1 (centres undefined) | 4 | 9
c1ccc2cc3[nH]c(CN4CCCCC4)nc3cc2c1 | 1 | 14
COc1ccc(CCNc2oc(-c3ccccc3OC)nc2C#N)cc1 | 0 | 1
CS(=O)(=O)n1nc(OC(=O)c2cccc3ccccc23)cc1N | -5 | -26
COc1cccc(Cn2nnc(C(=O)NCc3ccc(F)cc3)c2N)c1 | 1 | 9
CC(C)(C)c1ccc(S(=O)(=O)N2CCCCC2C(=O)NCc2ccccn2)cc1 (centres undefined) | -6 | -15
CCCc1nc2ccccc2c2nc(N)nn12 | -3 | -8
CCn1c(C(=O)OC)cc2c1ccn2-c1ccc(F)cc1 | 43 | 62
Cc1cc2c(=O)n(CC(=O)NCC(=O)N3CCN(Cc4ccccc4)CC3)cnc2s1 | 4 | 9
Cc1ccsc1C(=O)Nc1ccc(C(=O)O)cc1 | -2 | -16
CCc1ccc(NC(=O)CN(c2ccc3c(c2)OCO3)S(=O)(=O)c2c(C)noc2C)cc1 | 18 | 28
O=C(NCc1ccccn1)c1ccc(/C=N/O)nc1 | -9 | -59
CC(C)Cn1cc(C(=O)NCC2CCCO2)c2c3ccccc3n(C)c2c1=O (centres undefined) | 0 | 7
O=c1c(CN2CCN(Cc3ccccc3)CC2)coc2ccc(Cl)cc12 | -1 | 1
CC1=C(C(N)=O)C(c2cccs2)n2nc(-c3cccc(Cl)c3)nc2N1 (centres undefined) | 4 | 16
Cc1cccc(CS(=O)(=O)Cc2ccc(C(=O)NCCCN3CCOCC3)o2)c1 | 3 | 12
CCOCc1cc(C)[nH]c(=O)c1C#N | -2 | 2
Cn1c(=O)[nH]c(=O)c2c1nc(CN(Cc1ccccc1)Cc1ccccc1)n2CCN1CCOCC1 | 2 | 9
O=C(CC(=O)N1CCN(c2ccccn2)CC1)Nc1ccc2nc3n(c(=O)c2c1)CCCCC3 | -1 | -6
Cc1nc2sc(C(c3cccs3)N3CC(C)CC(C)C3)c(O)n2n1 (centres undefined) | -2 | -15
O=C(CSc1nc(-c2ccccc2)cs1)NC(=O)NCc1ccco1 | 6 | 15
CN1CCN(C(=O)c2ccc3c(c2)N(Cc2ccc(Cl)cc2)C(=O)c2ccccc2S3=O)CC1 (centres undefined) | -2 | -14
CCOc1ccccc1C1C(C#N)=C(N)Oc2n[nH]c(CC)c21 (centres undefined) | -2 | -12
Cc1noc(C)c1S(=O)(=O)N(CC(=O)N1CCn2c1nc1ccccc12)c1ccc(C(C)C)cc1 | 16 | 22
CCCc1cc(C(=O)Nc2sc3c(c2C(=O)OCC)CCCC3)no1 | 1 | -2
O=C(CCn1c(=S)[nH]c2cc3c(cc2c1=O)OCO3)N1CCN(C2CCCCC2)CC1 | -3 | -5
O=C(O)CCCc1nc(-c2ccccc2)no1 | -2 | 3
COc1ccc(CCNS(=O)(=O)c2ccc3oc(C(=O)O)c(C)c3c2)cc1OC | -1 | -5
COc1cc(NC(=O)Cc2cccs2)ccc1-n1cnnn1 | 0 | 20
O=C1CCCN1CN(C(=O)c1ccccc1)c1ccc(F)cc1 | 2 | 7
CN(C)C=Nc1nonc1N | 0 | 13
Cc1ccc(NC(=O)c2noc3c2CCCCC3)cc1 | 1 | 18
Cn1c(=O)oc2cc(S(=O)(=O)N3CCC(C(=O)Nc4ccc(OC(F)(F)F)cc4)CC3)ccc21 | 6 | 1
Cc1cnc(C(=O)Nc2ccc(N3CCOCC3)cc2)cn1 | 1 | 15
CC(C)c1ccc(S(=O)(=O)c2n[nH]n3c2nc(=O)c2ccccc23)cc1 | -6 | -33
O=C(NC1CCCc2ccccc21)C1CCC(CNc2c(N3CCOCC3)c(=O)c2=O)CC1 (centres undefined) | 6 | 19
O=C(c1cc2ccccc2oc1=O)N1CCN(c2ccc(N3CCOCC3)nn2)CC1 | -1 | 6
Cc1csc(NC(=O)CSc2nnc(Cc3cccn3C)n2CCc2ccccc2)n1 | 5 | 10
COc1cc(C(=O)NCc2nnc(SCC(=O)NCc3ccccc3)o2)cc(OC)c1OC | -7 | -8
COC(=O)c1ccc(OCC2c3cc(OC)c(OC)cc3CCN2C(=O)c2ccco2)cc1 (centres undefined) | 3 | 2
CCOC(=O)c1[nH]c(C)c(C(=O)N2CCN(c3cccc(Cl)c3)CC2)c1C | -4 | -20
Cc1cc(Nc2cccc(F)c2)n2nc(C)nc2n1 | 1 | -1
O=C(CSc1nc2ccccc2c(=O)n1NC(=O)Cc1ccccc1)NCc1ccco1 | 1 | 14
CCOC(=O)CNc1c(-c2ccc(Cl)cc2)nc2cnccn12 | 7 | 20
COc1cccc(-n2c(SCC(=O)NCCC3=CCCCC3)nc3n[nH]c(C)c3c2=N)c1 | 8 | 35
CCCN(CCC)CCCNC(=O)c1ccc2c(c1)N(CC)C(=O)c1ccccc1S2=O (centres undefined) | 1 | 14
Cc1ccc(NC(=O)CSc2nnc(CNC(=O)c3c(F)cccc3Cl)o2)cc1 | -1 | -36
COc1ccc(C2C(C(C)=O)=C(O)C(=O)N2C)c(OC)c1 (centres undefined) | -1 | -2
CC1Cc2nc(SCC(N)=O)n(Cc3ccccc3)c(=O)c2S1 (centres undefined) | 0 | -1
S=c1[nH]nc(-c2ccncc2)n1CC1CCCO1 (centres undefined) | -2 | -22
COc1cc2c(cc1OC)C(C(=O)N1CCN(c3ccccn3)CC1)C(c1cccs1)N(C)C2=O (centres undefined) | 0 | 11
CCOc1cc(C2NC(=O)NC(O)(C(F)(F)F)C2C(=O)c2ccccc2)ccc1OC (centres undefined) | -6 | -10
CCC(C)(C(=O)NC1CCCCC1)N(C)C(=O)c1ccccn1 (centres undefined) | -7 | -31
CC(C)C1Cc2c(C#N)c(N)sc(=S)c2CO1 (centres undefined) | -18 | -51
COc1ccc(S(=O)(=O)Nc2cc(C)c(O)c(S(=O)(=O)c3ccccc3)c2)cc1 | -2 | -14
CC(=O)c1cnc2cc(-c3ccccc3)nn2c1C | -2 | 1
COC(=O)NCc1cccc(CNC(=O)OC)c1 | 4 | 20
Cc1noc(C(=O)Nc2c(C)n(C)n(-c3ccccc3)c2=O)c1Cl | -14 | -50
O=C(NCc1ccccn1)c1ccc2ccccc2n1 | -6 | -21
O=C(NC1(C(F)(F)F)C(=O)Nc2c1c(=O)[nH]c(=O)n2Cc1ccco1)C1CC1 (centres undefined) | -5 | -16
COC(=O)C(CCSC)NC(=O)CNC(=O)C1CCCCC1 (centres undefined) | 2 | 15

Only part of the results is shown; rates above refer to the full screens.
